Assay outcomes from PubChem.
MT stabilize HCS = microtubule stabilizers in HeLa cells; HeLa tubulin immunostaining HCS, 24 h; share of cells brighter than vehicle mean+2SD; % tubulin-high responders, % at 10 µM; 200,000 tested, 0.83% active;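 active = plate Z-score above 3 for both tubulin-high and condensed-nucleus cell shares, with cell loss under 80%, at 10 µM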;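 note: anti alpha tubulin signal scored within the nucleus-defined area of each cell; some results filed as inactive read as strong as hits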
Ins promoter up = MIN6 insulin promoter up-regulation; z-score at 5 µM; 190,000 tested, 0.3% active; MIN6 insulin promoter-GFP reporter, high-content imaging; hits give high values;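 active = z-score above 3 at 5 µM with at least 500 cells counted in the well; inconclusive = wells under 500 cells, flagged as cytotoxic or low count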
PMI inhibitors = MPI enzyme activity inhibition – biochemical, fluorescence intensity, coupled assay, primary screen (AID 1209). purified PMI enzyme, coupled fluorescence intensity; higher % means a stronger effect. inhibition, % at 20 µM; hits with a dose series show IC50 in µM. 190,000 tested, 0.42% active;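 note: plate controls were DMSO vehicle for no effect and wells lacking substrate for full effect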
WT yeast gro inh = growth inhibition of WT yeast, mitochondrial fusion screen. mitochondrial fusion phenotypic screen, WT strain. inhibition, % at 10 µM. 190,000 tested, 2.1% active; in the data active = inhibition above about 58%; tested in S. cerevisiae
human PMI inhibitors = human PMI inhibitors, high substrate, primary screen, biochemical, fluorescence intensity, high mannose 6-phosphate (AID 1220); recombinant PMI enzyme, coupled fluorescence intensity; higher % means a stronger effect; one-dose inhibition, % at 20 µM; IC50 in µM for titrated hits; 190,000 tested, 0.66% active
Autophagy mod = alters autophagy in cells; MEF GFP-LC3 puncta imaging; test concentration mostly 10 µM; calls only at 10 µM (by protocol); 190,000 tested, 0.98% active; AID 463193;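 active = percentage of spot-positive cells more than 3 SD above its plate mean, without a fluorescence outlier flag or 80% toxicity; inconclusive = no clear call, values can overlap the other calls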;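 note: spot-positive cell cutoff set from DMSO-treated cells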
bCat nuc transl = alters nuclear translocation of beta-catenin in HeLa cells; immunofluorescence imaging; nuclear translocation activity, % at 5 µM; 190,000 tested, 0.3% active;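 active = nuclear translocation activity above 50% at 5 µM, with a well cell count of 50 or more; inconclusive = wells under 50 cells across six images, flagged as toxic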;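 note: per-cell ratio of nuclear to cytoplasmic median beta-catenin stain intensity; plate controls were DMSO negative control for no effect and GSK-3 inhibitor IX positive control for full effect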
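Read-out: Nuclear/cytoplasmic beta-catenin signal ratio, % activation | Assay system: Human HeLa cell line | Times: 24 h compound exposure at 37°C, 5% CO2 | Signal: Fluorescence imaging of beta-catenin antibody stain plus DAPI | Dosing: 5 µM primary, 0.02–20 µM confirmation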
Yfh1-off respiration = enhancers of respiration in Yfh1-depleted yeast, dose response, Friedreich's ataxia, plus single-dose screen (AID 1465); S. cerevisiae Yfh1-off respiration, WST-1 reduction, 72 h; higher fold induction means a stronger effect; one-dose fold induction at 50 µM; EC50 in µM for titrated hits; 220,000 tested, 0.074% active;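 active = fold induction of absorbance versus untreated yeast above a set limit, then at least 30% activation at any dose in follow-up; inconclusive = repeats straddling the limit, or above it without dose testing; inactive = fold induction below the set limit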;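 note: activators that raise dye reduction in frataxin-depleted yeast; strong numbers were not always called active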
Dynein transport = dynein cargo transport inhibition. 3617.4 mouse cells, GR-EGFP nuclear translocation imaging; test concentration mostly 20 µM; stimulated with dexamethasone, 1 µM; hits give low values. z-score, hits read low. 220,000 tested, 0.47% active. AID 1381;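 active = plate z-score of nuclear minus cytoplasmic receptor signal below a set negative limit, without overly bright fluorescence or cell loss, cut at about -3.5 in these data, passing the limit was not always enough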;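 note: z-score of nuclear minus cytoplasmic ring GR-EGFP intensity difference per well; some compounds called inactive have numbers as strong as hits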
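Also added: dexamethasone, 1.0 µM final. Medium: tet-free, stripped-serum medium. Detection: fixed, Hoechst-stained cells imaged at 10x for EGFP. Read-out: nuclear-to-cytoplasmic GR-EGFP distribution per well. Times: induction 48 h, compound 1 h, agonist 30 min.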
WT yeast gro inh mutant strain = further read-out of WT yeast gro inh, marked with its call; inhibition, %; mitochondrial fusion phenotypic screen, mutant strain inhibition
Dynein transport cytoplasmic EGFP = also measured in Dynein transport; calls as there; z-score; measured here: cytoplasmic GR-EGFP intensity; hits give high values
Dynein transport nuclear GR-EGFP = also measured in Dynein transport; calls as there; z-score; measured here: nuclear GR-EGFP intensity;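 lower value marks the stronger effect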
Dynein transport cell count = recorded beside Dynein transport, whose call it bears; z-score; measured here: cell count per field
Ins promoter up cell count = also measured in Ins promoter up; calls as there; cell count; measured here: cytotoxicity, nuclei count;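 total cells summed across four imaged fields per well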
bCat nuc transl cell count 5 µM = further read-out of bCat nuc transl, marked with its call; cell count; measured here: cell count, cytotoxicity flag
MT stabilize HCS Hoechst-high % = recorded beside MT stabilize HCS, whose call it bears; % Hoechst-high responders; measured here: nuclear condensation Hoechst responders;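 share of cells brighter than vehicle mean plus two SD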
MT stabilize HCS cytotoxicity % = recorded beside MT stabilize HCS, whose call it bears; toxicity, %; measured here: cytotoxicity by cell density;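 0% = mean cell density of plate MIN control wells and 100% = no cells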
Autophagy mod cell loss 18 h = second read-out of Autophagy mod, no call of its own (marks repeat the call); toxicity, %; measured here: cell loss, nuclei count;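 cell loss after 18 h compound exposure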
Starred values were filed as active, the others as inactive; i = inactive; ? = inconclusive; . = not tested or not shown. Cut-off read from the data, not from the text of the source, unless noted: active = inhibition above about 50%; inactive = the rest.

SMILES	MT stabilize HCS	MT stabilize HCS Hoechst-high %	MT stabilize HCS cytotoxicity %	Ins promoter up	Ins promoter up cell count	PMI inhibitors	WT yeast gro inh	WT yeast gro inh mutant strain	human PMI inhibitors	Autophagy mod	Autophagy mod cell loss 18 h	bCat nuc transl	bCat nuc transl cell count 5 µM	Yfh1-off respiration	Dynein transport	Dynein transport cytoplasmic EGFP	Dynein transport nuclear GR-EGFP	Dynein transport cell count
Nc1n[nH]c(-c2ccc([N+](=O)[O-])cc2[N+](=O)[O-])n1	2.9	1.6	3.3	0.25	1388	2%	-11	-3	10%	i	0	-1.8	1001	i	-0.89	1.1	-0.19	0.92
CCN(CC)C(=O)c1[nH]cnc1C(=O)N[C@@H](Cc1ccccc1)C(=O)OCc1ccccc1	1.3	1.1	3.3	-1.9	880	2%	4	-5	4%	i	3	2.7	972	i	2.3	-0.24	1.5	-0.75
Cc1cc(C)c(C(N)=O)c(SCC(=O)c2ccc(Cl)cc2)n1	0.9	1.4	1.0	.	.	-14%	26	13	-10%	i	0	.	.	i	-0.13	-0.18	-0.59	0.4
O=C(CNC(=O)c1ccc(S(=O)(=O)N2CCCC2)cc1)N/N=C/c1ccc(Cl)cc1Cl	19	21	40	0.06	1307	9%	6	5	0%	i	16	-1.6	981	i	1.5	-0.21	0.46	-1.1
O=C(N/N=C/c1cccnc1)c1ccc([N+](=O)[O-])cc1Cl	2.7	1.5	5.8	0.38	1623	-12%	-4	-4	-2%	i	27	-0.7	1355	i	1.6	-0.16	1.6	-1.1
COCCCNC(=O)c1c(N)n(-c2cccc(S(N)(=O)=O)c2)c2nc3ccccc3nc12	3.7	2.8	5.8	-0.36	1219	28%	15	20	26%	i	23	.	.	i	-0.04	0.017	0.057	1
Cc1cc(C)cc(C(=O)NCC(=O)OCC(=O)N2CCCCC2)c1	1.0	1.9	6.7	0.35	1108	-23%	0	3	-20%	i	16	-1.2	1044	i	-0.12	-0.092	0.01	-0.83
Cc1ccc(NS(=O)(=O)c2cc(C(=O)N3CCCC3)ccc2C)cc1C	2.6	1.4	6.6	-0.7	1539	1%	0	2	-3%	i	16	-0.1	1097	i	1.9	-0.093	0.87	-0.87
CC(=O)Nc1ccc2nc(CN3CCC(CO)(CCc4ccccc4)CC3)ccc2c1	.	.	.	1.8	1031	.	.	.	.	.	.	-0.5	1347	i	1.4	-0.2	0.73	-0.59
CCN(CC)C(=O)COc1ccc(-c2nnc(Nc3ccc(OC)c(C(=O)NC)c3)c3ccccc23)cc1	.	.	.	0.47	1259	.	.	.	.	.	.	-0.8	1066	i	-0.014	-0.27	-0.029	0.7
COc1ccc(-c2ccc3ccccc3n2)cc1	1.8	1.3	2.3	.	.	1%	12	12	-4%	i	9	-0.3	1543	i	-0.79	-0.3	-0.21	0.64
O=C(N/N=C/c1cc2c3c(c1O)CCCN3CCC2)c1ccccc1O	5.0	2.6	11	?	.	26%	5	14	50%*	i	3	3.8	600	i	-0.5	0.033	-0.23	0.96
O=C1C2C3C=CC(C3)C2C(=O)N1c1ccc(-c2nc3ccccc3o2)cc1 (stereo unspecified)	4.9	2.7	16	0.34	1210	2%	12	11	7%	i	18	-1.5	1110	i	1.2	-0.26	0.78	-0.45
Cc1cc([N+](=O)[O-])nn1Cc1ccc(F)cc1	4.3	1.2	5.8	-0.28	1252	2%	11	5	8%	i	4	1.1	1025	i	-0.41	1	0.12	0.59
O=C(CN1C(=O)NC(Cc2c[nH]c3ccccc23)C1=O)Nc1cccc(S(=O)(=O)N2CCOCC2)c1 (stereo unspecified)	.	.	.	0.44	1055	.	.	.	.	.	.	0.6	1221	i	-0.22	-0.21	-0.22	1.1
COc1ccc(-c2csc(N)n2)cc1F	4.3	2.7	1.6	0.23	1363	7%	5	-8	18%	i	16	-2.0	1030	i	0.37	-0.21	0.21	0.14
CCCS(=O)(=O)c1c(S(=O)(=O)CCC)c2c(N)cccn2c1C(=O)c1ccc(OC)cc1	3.0	0.4	1.9	0.06	1481	0%	16	-2	35%	i	-13	1.2	958	i	1.9	0.56	1.9	-1.5
Cc1nnc(SCC(=O)NCc2ccccc2Cl)[nH]c1=O	1.4	1.3	4.9	.	.	-5%	6	4	-4%	i	19	-0.5	1081	i	-0.91	-0.3	-0.58	0.81
CNC(=O)C1CC(=O)N(CCCc2ccccc2)C(=Nc2ccccc2)S1 (stereo unspecified)	1.1	1.1	5.6	0.11	996	7%	11	2	7%	i	-5	.	.	i	-0.47	-0.071	-0.026	0.87
CCOC(=O)c1cc(-c2ccccc2)sc1NC(=O)CSc1nnc(N)s1	2.8	1.6	4.7	-0.57	1598	10%	6	6	12%	i	-19	-2.6	1130	i	-0.17	-0.29	-0.13	0.033
COc1ccc(C(=O)NCC(=O)OCC(=O)Nc2cc(OC)ccc2OC)cc1	1.2	1.3	15	0.54	843	-2%	5	5	-4%	i	18	-2.1	1012	i	-0.7	0.57	-0.12	0.45
O=Cc1ccc(OCC(=O)Nc2ccccc2C(F)(F)F)cc1	2.3	1.3	11	0.94	1590	1%	6	11	2%	i	6	-4.9	996	i	1.3	-0.19	1.5	-1.7
O=C(CCN1C(=O)c2ccccc2C1=O)Nc1cccc(S(=O)(=O)N2CCCCC2)c1	2.7	1.9	6.3	0.18	769	6%	1	-15	4%	i	-5	.	.	i	-0.85	-0.057	-0.3	0.47
Cc1cc(C)c(C(=O)OCC(=O)NCc2cccs2)c(C)c1	3.6	2.7	10.0	0.09	1493	15%	-24	0	14%	i	-5	-1.9	1048	i	-0.45	-0.35	-0.32	0.81
CCc1noc(C)c1C(=O)Nc1nnc(C2CCCCC2)s1	2.3	2.9	6.1	-0.65	1167	-12%	8	-9	1%	i	-4	-1.6	1190	i	-0.54	-0.34	-0.16	0.51
COc1ccc(CC(=O)Nc2ccc(C(=O)NCC(C)C)cc2)cc1	1.1	1.1	7.8	0.42	1298	8%	-24	17	4%	i	24	0.6	1420	i	-0.55	0.22	-0.32	0.32
CC(=O)c1c(C(C)=O)c(C)n(C(c2ccccc2)c2ccccc2)c1C	1.8	2.1	7.7	-0.48	1558	10%	-4	-8	3%	i	-4	-5.4	1064	i	0.72	-0.19	0.96	-0.8
CCOC(=O)C1(Cc2cccc(F)c2)CCN(C(=O)c2ccoc2C)CC1	2.2	1.2	1.8	-0.52	1345	13%	-1	0	0%	i	26	-1.2	1000	i	0.37	-0.26	-0.028	-0.34
CCCCOc1ccc(CONS(=O)(=O)c2ccc(NC(C)=O)cc2)cc1Cl	4.0	2.3	2.5	-0.91	1102	19%	74*	15*	19%	i	15	4.7	512	i	-0.47	-0.2	-0.37	0.3
Cc1ccc(C(=O)NCCNS(=O)(=O)c2ccccc2)cc1	2.3	3.5	10	-0.2	1054	-3%	2	16	1%	i	8	-0.1	1121	i	-0.44	-0.54	-0.21	0.24
Cc1ccc(N2CC(C(=O)Oc3cccc(N4C(=O)CCC4=O)c3)CC2=O)cc1 (stereo unspecified)	4.2	2.9	5.7	0.22	1942	10%	-6	-12	12%	i	-6	-1.1	1085	i	0.4	-0.22	0.12	0.23
N#CCSC1=Nc2ccccc2C2=NC(CCC(=O)N3CCN(c4ccccc4)CC3)C(=O)N12 (stereo unspecified)	1.4	1.2	7.8	-1.5	875	-16%	0	-17	-15%	i	-2	.	.	i	-0.6	-0.064	-0.0093	0.57
Cc1cc(NC(=O)CSc2nc3c(c(=O)n2-c2ccc(Cl)cc2)SCC3)no1	2.1	0.4	25	.	.	.	.	.	.	i	-2	.	.	i	-0.83	1.1	0.24	0.7
COC(=O)c1ccc(C)c(NC(=O)CCSc2ccc(C)cc2)c1	3.1	2.0	4.2	-0.4	1477	0%	-11	-18	-6%	i	1	0.9	1033	i	-0.073	-0.21	-0.15	-0.08
O=c1c(O[C@@H]2O[C@H](CO)[C@@H](O)[C@H](O)[C@H]2O)c(-c2ccc(O)c(O)c2)oc2cc(O)cc(O)c12	.	.	.	-0.24	1360	63%*	-20	29	42%	.	.	-1.4	1137	i	.	.	.	.
COc1ccc(NC(=O)c2ccc(-c3nn(C)c(=O)c4ccccc34)cc2)cc1	2.2	2.5	6.9	0.35	1425	15%	-5	10	9%	i	1	-0.3	1064	i	-1.4	-0.29	-0.93	1.5
CCCN(CCC)c1ncnc2c1cnn2-c1ccc(OC)cc1	1.0	2.6	19	-0.45	1334	7%	5	-7	4%	i	-5	-0.3	1031	i	-0.72	-0.15	-0.12	0.61
Cc1c(Cl)c([N+](=O)[O-])nn1CCCC(=O)Nc1cc(Cl)ccc1Cl	3.3	1.6	3.4	-0.01	1394	6%	-1	-10	-2%	i	23	-1.4	1117	i	-0.091	-0.22	0.046	1.1
CCn1c(CNc2ccccc2Cl)nnc1SCC(=O)OC1CCCCC1	4.8	3.1	6.7	-0.94	1463	-4%	18	6	4%	i	7	-9.1	1036	i	-0.48	-0.2	0.016	-0.37
